Compound activity deposited in PubChem BioAssay by National Center for Advancing Translational Sciences (NCATS).
DT40 TDP1 CPT – growth inhibition of DT40 Tdp1-/-;hTDP1 cells with camptothecin (screen for TDP1 inhibitors); chicken DT40 Tdp1-/-;hTDP1 cells + 20 nM CPT, ATP luminescence, 48 h; 420,000 compounds, 12% hits; Potency, µM (titrated, usually from 46.2 µM), without a hit: at the highest dose activity change, negative = growth inhibition, hits mostly inhibitors; note: nearly all actives have a fitted effect of over 55% in size
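Chicken DT40 Tdp1-/- cells stably complemented with human TDP1 were seeded at 400 cells/well in medium containing 20 nM camptothecin, exposed to pin-transferred compounds, and grown at 37 °C for at least 48 hr. Viability was read as ATP luminescence.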
TDP1 block – blocks human tyrosyl-DNA phosphodiesterase 1. Q9NUW8. recombinant TDP1, AlphaScreen DNA substrate cleavage. Potency, µM (top dose mostly 130 µM), without a hit: top-dose activity change, negative = inhibition, actives largely listed as inhibitors. 350,000 compounds, 0.28% hits. AID 485290; note: nearly all actives have a fitted effect of over 40% in size
Target sequence (Q9NUW8 whole entry, looked up): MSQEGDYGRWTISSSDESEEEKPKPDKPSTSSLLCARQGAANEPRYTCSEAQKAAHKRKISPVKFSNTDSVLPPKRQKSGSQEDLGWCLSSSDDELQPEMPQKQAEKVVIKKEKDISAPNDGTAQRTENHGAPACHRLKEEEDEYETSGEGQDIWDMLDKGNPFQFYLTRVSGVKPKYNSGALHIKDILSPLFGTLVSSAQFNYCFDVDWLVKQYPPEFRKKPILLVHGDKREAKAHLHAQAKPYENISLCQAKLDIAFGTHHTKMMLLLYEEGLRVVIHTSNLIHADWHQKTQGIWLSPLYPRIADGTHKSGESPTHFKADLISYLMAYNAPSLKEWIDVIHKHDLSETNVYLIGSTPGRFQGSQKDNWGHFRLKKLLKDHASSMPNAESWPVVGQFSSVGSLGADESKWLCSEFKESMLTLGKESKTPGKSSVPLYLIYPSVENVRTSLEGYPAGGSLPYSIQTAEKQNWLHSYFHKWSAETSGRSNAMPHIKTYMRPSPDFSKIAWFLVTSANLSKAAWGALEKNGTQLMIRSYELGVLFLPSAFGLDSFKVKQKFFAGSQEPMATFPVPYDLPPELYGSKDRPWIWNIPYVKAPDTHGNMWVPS
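Steps: enzyme plus compound, 15 min RT; add biotin/phosphotyrosine-FITC oligonucleotide (15 nM final), react 5 min; add donor/acceptor beads (10 ug/ml final), 10 min; read AlphaScreen. Tdp1 at 1 nM final.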
TDP1 cell noCPT – qHTS for Inhibitors of human tyrosyl-DNA phosphodiesterase 1 (TDP1): qHTS in cells in absence of CPT | DT40 Tdp1-/- hTDP1 cells, no CPT, ATP luminescence, 48 h | Potency, µM (titrated, usually from 46.2 µM), inactives show at the highest dose activity change, negative = growth inhibition, hits mostly inhibitors | 420,000 compounds, 15% hits; note: nearly all actives have a fitted effect of over 55% in size
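Growth kinetics read by CellTiter-Glo luminescence after ≥48 hr at 37 °C. Cells: DT40 Tdp1-/- stably carrying human TDP1, 400 per well, compound exposure in the absence of CPT (DMSO vehicle).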
* marks the source's active call; other numbers are inactive results; ? = inconclusive; · = no result given; & = joins results of further samples; ! = not confirmed by another sample. Calls come from the whole dose curve; as a rule, active = well fitted curve in the direction sought with a large enough effect; inconclusive = small, poorly fitted or top-dose-only effect, or another doubt; inactive = no such curve, though single readings can be large; an effect the other way counts as inactive or inconclusive. % is set by controls: 0 for no effect and ±100 for the full control effect; potency is the fitted concentration of half-maximal effect.

Every second line gives: TDP1 cell noCPT	DT40 TDP1 CPT	TDP1 block
1. Cc1ccc(NC(=O)C2CCC(CNS(=O)(=O)c3csc(C(N)=O)c3)CC2)cc1Cl (stereo not given)
    ?	?	0%
2. CC(NC(=O)COC(=O)c1c[nH]c2ccccc12)c1ccccc1 (stereo not given)
    ?	-21%	2%
3. CCOC(=O)C1=C(C)N(CCO)C(=O)NC1c1ccccc1 (stereo not given)
    0%	?	0%
4. Cn1nc(C(=O)OCc2ccc(F)cc2)c2ccccc2c1=O
    ?	2%	2%
5. O=C(COC(=O)CSc1cccc2cccc(Cl)c12)Nc1ncc(C(F)(F)F)cc1Cl
    -20%	4%	-1%
6. CC(=O)N1CCC(N(CCN2CCOCC2)C(=S)Nc2ccc(C)c(C)c2)CC1
    -4%	0%	3%
7. Cc1cc(S(=O)(=O)Nc2cccc(Cl)c2)c(C)s1
    -23%	-22%	5%
8. CCOC(=O)CC(=O)CSc1nc(-c2ccccc2)cc(-c2ccccc2)c1C#N
    -8%	15%	3%
9. CC(C)NC(=O)COC(=O)/C=C/c1ccco1
    -2%	16%	4%
10. CC(=O)Nc1ccc(C(=O)NCC(c2ccco2)N(C)C)cc1 (stereo not given)
    5%	-5%	·
11. COc1ccc(Nc2nc(NCCCN3CCOCC3)nc(N)c2[N+](=O)[O-])cc1
    ?	26%	1%
12. COc1ccc(CC(=O)NNC(=S)NC(=O)c2cc(OC)c(OC)c(OC)c2)cc1
    7.3µM*	9.2µM*	·
13. COC(=O)c1cccnc1-n1c(=O)c2cccnc2n(CC(=O)Nc2ccc(C)cc2C)c1=O
    6%	0%	3%
14. O=C(CNC(=O)c1ccco1)NCC(=O)OCC(=O)c1ccc(Cl)c([N+](=O)[O-])c1
    ?	?	5%
15. O=C(COC(=O)CCC(=O)c1cccs1)NCc1cccs1
    3%	-17%	5%
16. C[C@H](CO)N1C[C@H](C)[C@H](CN(C)CC2CCCCC2)Oc2ccc(NS(=O)(=O)c3ccc(F)cc3)cc2CC1=O
    ?	?	3%
17. O=C(CSc1nc2ccsc2c(=O)n1NC(=O)c1ccccc1)NCc1ccco1
    2%	-6%	3%
18. O=C(CCCC(=O)N(CC(=O)NC1CCCCC1)c1ccc(F)cc1)Nc1ccccn1
    -8%	-6%	-2%
19. COc1cc(OC)cc(C(=O)NC(C)CNc2ccc(Cl)cc2[N+](=O)[O-])c1 (stereo not given)
    8.2µM*	?	·
20. Cc1cc(NC(=O)CC23CC4CC(C2)CC(CC(=O)Nc2cc(C)on2)(C4)C3)no1
    1%	-3%	2%
21. Cc1cc(C)c(-c2csc(NC(=O)c3n[nH]c(=O)c4ccccc34)n2)c(C)c1
    4.1µM*	9.2µM*	3%
22. COc1ccc(CCN(C)C(=O)N2CCOCC2)cc1OC
    -2%	-5%	1%
23. COc1ccc(C2=CCCCCC2)cc1OC
    12µM*	?	·
24. COc1ccc(NC(=O)CSc2oc(-c3ccco3)nc2S(=O)(=O)c2ccccc2)c(OC)c1
    ?	?	0%
25. NC(=O)Cn1c(=O)n(C2CCCCC2)c(=O)c2c3c(sc21)CCCCC3
    ?	-26%	3%
26. CC1(C)CC2CC(C)(CN2S(=O)(=O)c2ccc(C(=O)Nc3cccc(S(=O)(=O)N4CCOCC4)c3)cc2)C1 (stereo not given)
    5.8µM*	4.1µM*	-3%
27. COc1cc(/C=N/O)ccc1OCc1ccc(C(=O)O)cc1
    -26%	-28%	0%
28. COc1ccc(CN(C)C(=O)C(Cc2ccccc2)NC(=O)c2ccccc2)c(OC)c1OC (stereo not given)
    ?	?	·
29. COc1ccc(/C=N/n2c(C3CCCCC3)n[nH]c2=S)c(OC)c1
    ?	-17%	·
30. O=C(CSc1nnc(-c2ccccc2Cl)o1)N1CCCCC1
    -28%	?	3%
31. CCCCN(CCCC)S(=O)(=O)c1ccc(N2CCCC2=O)c([N+](=O)[O-])c1
    21µM*	?	·
32. NC(=O)C1CCN(c2ccc(C(F)(F)F)cc2[N+](=O)[O-])CC1
    -7%	-17%	9%
33. OC(COCC1COc2ccccc2O1)CN1CCN(c2ccccn2)CC1 (stereo not given)
    ?	?	0%
34. Cn1c(=O)c2[nH]c(Cc3cccc(O)c3)nc2n(C)c1=O
    ?	-9%	·
35. O=C(CN1C(=O)NC2(CCCC2)C1=O)Nc1cc(C(F)(F)F)ccc1N1CCOCC1
    -13%	6%	0%
36. CCOCCCNc1nc2c(S(=O)(=O)c3ccc(CC)cc3)nnn2c2ccc(Cl)cc12
    ?	?	0%
37. O=C1C(=O)N(CCO)C(c2ccccc2)/C1=C(\O)c1ccccc1 (stereo not given)
    -2%	1%	-4%
38. CCOc1ccc(S(=O)(=O)N(CC(=O)O)c2ccccc2)cc1
    2%	-2%	3%
39. Cc1cc(OCc2cc(C(=O)N(C)Cc3ccccn3)no2)cc(C)c1Cl
    ?	?	-4%
40. COc1cc2c(=O)n(CCCN3CCOCC3)c(=S)[nH]c2c(OC)c1OC
    23µM*	5.8µM*	8%

Some of the entries so far, as labelled records:
25: NC(=O)Cn1c(=O)n(C2CCCCC2)c(=O)c2c3c(sc21)CCCCC3
  TDP1 cell noCPT: ?
  DT40 TDP1 CPT: -26%
  TDP1 block: 3%
26: CC1(C)CC2CC(C)(CN2S(=O)(=O)c2ccc(C(=O)Nc3cccc(S(=O)(=O)N4CCOCC4)c3)cc2)C1 (stereo not given)
  TDP1 cell noCPT: 5.8µM*
  DT40 TDP1 CPT: 4.1µM*
  TDP1 block: -3%
30: O=C(CSc1nnc(-c2ccccc2Cl)o1)N1CCCCC1
  TDP1 cell noCPT: -28%
  DT40 TDP1 CPT: ?
  TDP1 block: 3%
38: CCOc1ccc(S(=O)(=O)N(CC(=O)O)c2ccccc2)cc1
  TDP1 cell noCPT: 2%
  DT40 TDP1 CPT: -2%
  TDP1 block: 3%

Further records:
Every second line gives: TDP1 cell noCPT	DT40 TDP1 CPT	TDP1 block
41. Cc1cc(C)c(C)c(S(=O)(=O)N2CCCCC2C(=O)O)c1C (stereo not given)
    2%	4%	1%
42. Cn1c(=O)c2c(ncn2CC(=O)N2CCCCCC2)n(C)c1=O
    1%	-10%	5%
43. CCOc1ccc(/C(O)=C2/C(=O)C(=O)N(c3ncccn3)C2c2ccc(C)cc2)cc1 (stereo not given)
    -10%	20%	·
44. CC(C)(C#N)c1cc(Cn2cncn2)cc(C(C)(C)C#N)c1
    2%	-6%	0%&6%
45. COc1ccc(-c2c3c(nc4sc5c(=O)[nH]c(C)nc5c24)CCC3)cc1
    ?	?	7%
46. CC(C)CCNC(=O)c1cnn2c(C(F)(F)F)cc(-c3ccco3)nc12
    32µM*	11µM*	-11%
47. CCCNC(=O)c1ccc2c(c1)nc(C)n2-c1cccc(C)c1
    ?	16µM*!	0%
48. N#CC1=C(N)N(c2ccccc2)C2=C(C(=O)CCC2)C1c1ccccc1 (stereo not given)
    -10%	?	8%
49. Cn1cc(C(=O)Nc2ccc3c(c2)CCC3)cn1
    -23%	?	4%
50. COC(=O)c1cc(S(=O)(=O)Nc2ccc(C)c(F)c2)c[nH]1
    ?	?	·
51. CC(Sc1nnnn1C1CCCCC1)C(=O)O (stereo not given)
    ?	?	-3%
52. O=C(c1ccc2c(c1)CCN2S(=O)(=O)c1ccccc1)N1CCN(c2ccccc2)CC1
    ?	?	5%
53. COC(=O)c1cc(-c2ccc(NC(C)=O)cc2)nc2ccccc12
    ?	?	-1%
54. O=S(=O)(CCN(CCS(=O)(=O)C(F)(F)F)CC1CCCO1)C(F)(F)F (stereo not given)
    2.3µM*	2.3µM*	0%
55. COC(=O)N1CCC[C@@]2(CCN(Cc3nccs3)C2)C1
    2%	13%	·
56. CC(C)CN(C(=O)CSc1nnc(C2CC2)n1-c1ccccc1)C1CCS(=O)(=O)C1 (stereo not given)
    4%	-19%	0%
57. CCOC(=O)c1ccc(N2CCCCC2)c(NS(=O)(=O)c2ccc(C)cc2)c1
    21µM*	?	4%
58. CCCN(C(=O)c1nn(-c2ccc(OC)cc2)c(=O)c2c1c1ccccc1n2C)c1ccc(CC)cc1
    ?	-17%	-5%
59. CC(=O)Oc1ccc(C(=O)Cc2ccccn2)c(O)c1
    -7%	0%	-3%
60. Cc1cc(C)cc(C(O)c2ncc(-c3ccc(Cl)cc3)[nH]2)c1 (stereo not given)
    ?	?	·
61. COc1cc(C(=O)NCCC(=O)N2CCC3(CC2)NCCc2[nH]cnc23)cc(OC)c1OC
    -12%	16%	4%
62. Cc1cc(C)n(CC2CC(=O)N(c3ccc(C)c(Cl)c3)C2=O)n1 (stereo not given)
    5%	0%	0%
63. CC(OC(=O)c1ccccc1Nc1ccc(SC(F)F)cc1)C(N)=O (stereo not given)
    ?	?	-3%
64. O=C(CN1C(=O)S/C(=C\C=C\c2ccccc2)C1=O)Nc1ccc(C(=O)O)cc1
    -3%	-4%	?
65. O=C(c1ccc(C(=O)N2CCCCCC2)cc1)N1CCCCCC1
    -6%	-4%	7%
66. Fc1ccccc1NC(=S)N1CCCCC1
    -2%	-19%	1%
67. O=C(NCCc1ccccc1)C1Cc2c(-c3ccccc3Oc3ccccc3)ccnc2O1 (stereo not given)
    ?	16µM*	·
68. C[C@H](NC(=O)c1cccc([N+](=O)[O-])c1)C(=O)OCC(=O)c1ccccc1Br
    2%	-23%	0%
69. CC(=O)Nc1ccc(NC(=O)CN(C)CC(=O)Nc2ccccc2Br)cc1
    -7%	-1%	-1%
70. O=C1C(Cl)=C(N2CCCCCC2)C(=O)N1c1ccc(Br)cc1
    ?	-11%	·
71. Cc1ccc(N(CC(=O)NCCc2ccc(Cl)cc2)S(=O)(=O)c2c(C)noc2C)cc1
    15µM*	23µM*	1%&0%
72. CCOc1ccccc1NC(=O)N1CCc2ccccc2C1
    -13%	-16%	2%
73. S=c1[nH]nc(Cc2sc(-c3ccccc3)nc2-c2ccccc2)o1
    ?	8%	10%
74. Cc1ccc(NC(=O)C2CCCN(S(=O)(=O)c3ccc4[nH]c(=O)ccc4c3)C2)cc1Cl (stereo not given)
    ?	-7%	3%
75. COc1ccc(NC(=O)CN(C)C(=O)CCNS(=O)(=O)c2ccc(Br)cc2)cc1
    -12%	-6%	2%
76. COc1ccc(-c2csc(Nc3ccc(C)cn3)n2)cc1OC
    ?	?	7%

Exported as labelled records: entries from further up.
68. C[C@H](NC(=O)c1cccc([N+](=O)[O-])c1)C(=O)OCC(=O)c1ccccc1Br
  TDP1 cell noCPT = 2%
  DT40 TDP1 CPT = -23%
  TDP1 block = 0%

76. COc1ccc(-c2csc(Nc3ccc(C)cn3)n2)cc1OC
  TDP1 cell noCPT = ?
  DT40 TDP1 CPT = ?
  TDP1 block = 7%
